# Assay outcomes as filed in PubChem BioAssay.
# Rab9 prom act – Rab9 promoter activation. Huh7 Rab9 promoter-luciferase reporter, luminescence, 24 h. Potency, µM (top dose mostly 9.22 µM), without a hit: top-dose activation, negative = inhibition, most hits filed as activators. 2.8% of 320,000 active. AID 485297; note: potency is the fitted concentration of half-maximal effect; % of control where 0% means no effect; nearly all actives have a fitted effect of over 60% in size
#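 Using Huh7 cells stably transfected with Rab9 promoter–luciferase, compounds were incubated 24 h at 37 °C, 5% CO2; luciferase luminescence was read 10 min after reagent addition.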
# Giardia killer – kills Giardia lamblia | activity change, % at 7.66 µM, hits read low | 0.15% of 340,000 active | AID 540267 | Giardia lamblia trophozoite viability; in the data active = activity change below about -80%; inconclusive = between about -30% and that limit;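 note: parasites exposed to compound for two days anaerobically before the ATP read; % is set by controls: 0 for no effect and ±100 for the full control effect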
#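 Compounds were tested on trophozoites seeded at 100 cells/well and held 48 hrs at 37 deg C anaerobically. An ATP-based luminescent kit measured the remaining live cells.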
# KCNH2 3.1 block – KCNH2 3.1 (human) potassium channel inhibition; U2OS KCNH2 3.1, thallium flux FluxOr; active compounds read low; activity change, % (tested at about 1.8 µM); 0.95% of 340,000 active;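 active = maximum activity change below -70%; inconclusive = maximum activity change from -70% to -50%; inactive = maximum activity change above -50%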;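 note: thallium influx rate constant from kinetic fluorescence after stimulation buffer; % is set by controls: 0 for no effect and ±100 for the full control effect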
#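 We transduce U2OS cells with the mutant 3.1 virus, culture them overnight, load FluxOr with Red40 quencher for 45 min, then add stimulation buffer and read kinetically for 2 min to derive a normalized rate constant.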
# FLuc counter – counter-screen for miR-21 project: firefly luciferase inhibitors or activators. P08659. Potency, µM (highest dose often 57.5 µM), inactives show at the top dose activity change, negative = inhibition, usual class: inhibitors. purified FLuc, Km substrates, luminescence inhibition. 6.9% of 360,000 active;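 note: potency is the fitted concentration of half-maximal effect; plate controls were vehicle for no effect and reference inhibitor for full effect; nearly all actives have a fitted effect of over 55% in size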
# Target sequence (P08659 whole entry, looked up): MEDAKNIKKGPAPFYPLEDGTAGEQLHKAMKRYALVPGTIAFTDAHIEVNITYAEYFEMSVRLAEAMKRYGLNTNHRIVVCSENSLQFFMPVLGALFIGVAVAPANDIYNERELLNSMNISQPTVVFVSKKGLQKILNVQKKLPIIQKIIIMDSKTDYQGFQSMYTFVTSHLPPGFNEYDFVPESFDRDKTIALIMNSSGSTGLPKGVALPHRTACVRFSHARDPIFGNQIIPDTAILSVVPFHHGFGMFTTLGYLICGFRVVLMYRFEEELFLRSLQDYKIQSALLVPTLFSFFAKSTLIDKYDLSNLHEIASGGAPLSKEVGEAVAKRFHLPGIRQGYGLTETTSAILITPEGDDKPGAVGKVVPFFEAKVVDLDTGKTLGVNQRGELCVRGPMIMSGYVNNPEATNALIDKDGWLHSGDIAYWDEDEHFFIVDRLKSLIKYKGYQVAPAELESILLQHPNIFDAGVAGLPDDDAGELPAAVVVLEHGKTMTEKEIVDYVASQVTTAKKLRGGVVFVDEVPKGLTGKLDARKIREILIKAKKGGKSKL
#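 Biochemical qHTS of compounds, final roughly 60 µM downward over six points, against 10 nM purified firefly luciferase using Km concentrations of substrates (10 uM D-luciferin, 10 uM ATP) in Tris acetate pH 7.5 buffer; luminescence output.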
# uPA generation – cell surface uPA generation inhibition; cell surface uPA generation assay, qHTS; 0.31% of 330,000 active; Potency, µM (highest dose often 38.3 µM), inactives show at the top dose activity change, negative = inhibition, hits mostly inhibitors; AID 540303; active = well fitted inhibition curve with a large enough effect; inconclusive = small, poorly fitted or top-dose-only effect; inactive = no such curve, though single readings can be large or run the other way; tested in mouse RAW 264.7 cells; note: potency is the fitted concentration of half-maximal effect; % is set by controls: 0 for no effect and ±100 for the full control effect; nearly all actives have a fitted effect of over 55% in size
# RORgamma inh – ROR gamma (mouse) transcription inhibition; P51450; Drosophila S2 Gal4-RORgamma UAS-luciferase reporter, 20 h; Potency, µM (top dose mostly 53.6 µM), without a hit: at the highest dose activity change, negative = inhibition, hits mostly inhibitors; 5.4% of 310,000 active; AID 2551; note: potency is the fitted concentration of half-maximal effect; % is set by controls: 0 for no effect and ±100 for the full control effect; nearly all actives have a fitted effect of over 60% in size
#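 A Gal4/UAS one-hybrid system in insect cells: metallothionein-promoter Gal4–ROR gamma fusion plus Photinus luciferase reporter. Copper sulfate 700 uM final, 20 hr ambient incubation, luminescent detection after 10 min with reagent.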
# NPC1 prom act – activators of NPC1 promoter; Huh7 NPC1 promoter luciferase reporter, 24 h; Potency, µM (series often up to 9.22 µM), inactives show at the highest dose activation, actives largely listed as activators; 2.4% of 320,000 active; AID 485313;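 note: potency is the fitted concentration of half-maximal effect; % of control where 0% means no effect; nearly all actives have a fitted effect of over 60% in size; reporter is driven by a mutant NPC1 promoter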
#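 Luminescence read-out of NPC1 promoter-driven luciferase in stably transfected Huh7 cells; compounds delivered in DMSO and left 24 h at 37C, 5% CO2, qHTS titration format.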
# ELG1 genotox – inducers of genotoxicity in HEK293T ELG1-luciferase cells; HEK293T ELG1-luciferase reporter, luminescence, 16 h; Potency, µM (highest dose often 46 µM), for inactives: top-dose activity change, positive = activation, most hits filed as activators; 1.3% of 330,000 active; AID 504466; note: potency is the fitted concentration of half-maximal effect; % of control where 0% means no effect; nearly all actives have a fitted effect of over 60% in size
#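 Screening used a luciferase reporter fused to human ELG1 in HEK293T cells. Luminescence was read on a CCD plate imager after 16 hr exposure and 30 min ONE-Glo incubation.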
# FBPA coupling cs – coupling enzyme interference in Giardia aldolase counter-screen. 0.67% of 290,000 active. AID 2472. coupling enzyme system counterscreen, AmpLite Red fluorescence. activity change, negative = inhibition, % at 58.2 µM, hits read low; in the data active = activity change below about -30%; note: % is set by controls: 0 for no effect and ±100 for the full control effect
#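 Coupling enzymes only (glyceraldehyde-3-phosphate) + compound, at 57.5 uM final, 10 min RT; add substrate/coupling/AmpLite Red mix, 20 min RT; fluorescence ex 525/em 598 nm. Actives flag coupling-system interference.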
# Tb PFK block – T. brucei PFK enzyme inhibition; AID 485367; 0.17% of 330,000 active; T. brucei PFK, ADP-Glo luminescence; O15648; Potency, µM (highest dose often 57.5 µM), without a hit: at the highest dose activity, negative = inhibition, actives largely listed as inhibitors;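 note: potency is the fitted concentration of half-maximal effect; 0% = uninhibited 1x PFK enzyme wells and -100% = no-enzyme wells; nearly all actives have a fitted effect of over 60% in size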
# Target sequence (O15648 whole entry, looked up): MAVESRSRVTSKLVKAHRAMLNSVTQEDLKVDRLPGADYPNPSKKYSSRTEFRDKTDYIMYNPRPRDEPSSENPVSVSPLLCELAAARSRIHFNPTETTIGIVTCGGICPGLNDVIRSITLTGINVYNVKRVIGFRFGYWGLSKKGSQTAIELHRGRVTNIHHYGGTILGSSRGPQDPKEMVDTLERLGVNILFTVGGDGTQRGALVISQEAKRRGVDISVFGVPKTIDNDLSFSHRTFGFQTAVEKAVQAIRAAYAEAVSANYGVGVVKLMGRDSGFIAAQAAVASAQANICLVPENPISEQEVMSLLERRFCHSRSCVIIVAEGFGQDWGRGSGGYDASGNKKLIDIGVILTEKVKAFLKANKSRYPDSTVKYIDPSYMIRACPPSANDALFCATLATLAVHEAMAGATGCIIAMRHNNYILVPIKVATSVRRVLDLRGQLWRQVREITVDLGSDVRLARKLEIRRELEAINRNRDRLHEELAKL
#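 Activity is normalized to no-enzyme wells (full inhibition) and 1.25 nM enzyme wells (no inhibition). Reaction: 0.5 mM F6P, 0.1 mM ATP, 45 min RT, ADP-Glo luminescence; concentration-response curves fitted and classed by quality.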
# VP16 counter – inhibits Gal4-VP16 luciferase reporter, ROR gamma counter-screen | Potency, µM (titrated, usually from 53.6 µM), for inactives: at the top dose activity, negative = inhibition, most hits filed as inhibitors | 3.5% of 310,000 active | Drosophila S2 Gal4-VP16 UAS-luciferase, luminescence, 20 h;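 note: Gal4-VP16 expression switched on by copper sulfate through the metallothionein promoter; potency is the fitted concentration of half-maximal effect; % is set by controls: 0 for no effect and ±100 for the full control effect; nearly all actives have a fitted effect of over 50% in size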
# Starred values were filed as active, the others as inactive; u = inconclusive; x = not tested or not shown; & = joins results of further samples; [ ] = dose if it differs, or a comment. Unless noted, calls come from the whole dose curve; as a rule, active = well fitted curve in the direction sought with a large enough effect; inconclusive = small, poorly fitted or top-dose-only effect, or another doubt; inactive = no such curve, though single readings can be large; an effect the other way counts as inactive or inconclusive.
SMILES,Rab9 prom act,Giardia killer,KCNH2 3.1 block,FLuc counter,uPA generation,RORgamma inh,NPC1 prom act,ELG1 genotox,FBPA coupling cs,Tb PFK block,VP16 counter
Cc1ccc(C(=O)OCC(=O)NC2CCS(=O)(=O)C2)c(C)c1 (stereo not given),x,-1,14,x,7%,x,x,2%,x,1%,x
Cn1c(CCCOc2ccc(Cl)cc2Cl)nnc1SCC(=O)Nc1nccs1,-2%,6,-8,u,4%,-3%,-5%,6%,-1,-3%,14%
COCC(=O)Nc1ccc(-c2cn3cccnc3n2)cc1,21%,-15,9,u,x,12%,1%,15%,1,5%,0%
NC(=O)CN1C(=O)C(=O)N(Cc2cccc(C(F)(F)F)c2)C1=O,-4%,-8,17,0%,-1%,-3%,2%,1%,3,0%,-5%
CC1CN(S(=O)(=O)c2ccc(C(=O)N(C)C3CCCCC3)cc2)CC(C)O1 (stereo not given),x,0,3,x,4%,x,x,-5%,x,1%,x
Cc1ccccc1OCC(=O)N/N=C/c1sc(=O)n(Cc2cccc(C(=O)O)c2)c1Cl,0%,-16,-4,-10%,7%,28%,-3%,-1%,9,-3%,1%
CCCCn1c(=O)[nH]c2nc3cc(N)ccc3nc2c1=O,3.2µM*,-6,-2,-26%,16%,36%,u,17%,-53*,-1%,1%
CS(=O)(=O)c1ccc(NC(=O)c2ccccc2-n2cnnn2)cc1,-4%,3,5,4%,-3%,x,0%,2%,x,9%,x
O=C(COC(=O)CN1C(=O)c2ccccc2C1=O)Nc1ccccc1[N+](=O)[O-],3%,u,-15,1%,2%,x,2%,1%,x,4%,x
O=C(Nc1c2c(nn1-c1ccc(F)cc1)CS(=O)(=O)C2)c1ccc2c(c1)OCO2,3%,-17,22,-1%,3%,-2%,2%,0%,x,7%,-5%
COc1cccc(CNC(=O)c2cc(S(=O)(=O)N3CCOCC3)cn2C)c1,-3%,31[activator],-10,-1%,14%,44%,-1%,0%,0,-2%,-6%
CCCCOc1ccc(/C=N/NC(=O)c2nnn(-c3nonc3N)c2C)cc1,-2%,12,-3,-2%,3%,0%,-3%,-1%,x,2%,-2%
CC1(C)CC[C@]2(CO)CC[C@]3(C)C(=CCC4[C@@]5(C)CC[C@H](O)[C@@](C)(CO)C5CC[C@]43C)[C@@H]2C1 (stereo not given in full),x,-17,6,x,11%,x,x,-2%,x,1%,x
CCOc1ccc(N2C(=O)C3CCCN3C2=S)cc1 (stereo not given),-3%,20,-4,-19%,4%,x,9%,-1%,x,0%,x
NC(=O)[C@H]1CC2(CC(c3cccc(NC(=O)COc4ccc(Cl)cc4)c3)=NO2)CN1C(=O)c1ccc(Cl)cc1 (stereo not given in full),-5%,-3,-91*,7.6µM*,u,u,0%,-17%,-2,-16%,-12%
COc1ccc(/C=C2\SC(=O)N(CC(=O)NNC(=O)c3ccccc3O)C2=O)cc1,1%,-16,-6,u,1%,-1%,6%,2%,-5,u,2%
C/C(=C\C(=O)N1CCc2ccccc21)C(=O)O,1%,1,4,9%,-2%,0%,-6%,0%,0,1%,-6%
COC(=O)CCc1sc(Nc2ccccc2)nc1-c1ccc(OC)cc1,25%,-7,6,24µM*,1%,-28%,15%,u,0,1%,-9%
O=C1[C@@H]2[C@H]3CC[C@H](C3)[C@@H]2C(=O)N1O,-8%,4,12,1%,3%,-10%,0%,0%,0,-25%,4%
COC(=O)C1=C(O)C2(C(=O)O)CC(C(=O)OC)=C(O)C(C(=O)O)(C1)C2,-1%,-12,16,1%,5%,1%,-5%,0%,-2,0%,6%
O=C(O)Cc1ccc2ocnc2c1,-5%,7,8,6%,-1%,21%,-2%,4%,3,1%,-4%
COc1ccc(N2CCN(C(=O)c3ccccc3)CC2)c([N+](=O)[O-])c1,-2%,-17,-11,1%,7%,63%,-2%,-1%,3,4%,-9%
CCCC(=O)Nc1nnc(/C=C/c2ccccc2)s1,22%,-11,2,u,-1%,-6%,u,u,0,3%,9%
COc1cc2nc(CN3CCN(C(c4ccccc4)c4ccccc4)CC3)[nH]c(=O)c2cc1OC,1%,x,x,1%,x,u,-4%,-2%,-1,0%,1%
COc1ccc(CCN2CC(C(=O)N(C)C3CCOCC3)CCC2=O)cc1 (stereo not given),5%,-11,21,3%,-10%,1%,1%,0%[9.26 µM],3,2%,6%
Cc1ccc(C(=O)N/N=C\c2cccnc2)s1,u,-25,-16,6.7µM*,u,-19%,24%,u,x,-7%,-13%
COc1ccc(C(CCNCc2ccccc2F)c2ccc(F)cc2)cc1 (stereo not given),-3%,-5,-100*,0%,7%,u,-2%,6%,-1,-2%,u
COc1ccc(C(=O)NCc2nnc(SCC(=O)N3CCCCCC3)o2)cc1OC,0%,-7,-3,-2%,6%,-12%,0%,9%,x,3%,-7%
O=C(O)/C=C/C(=O)Nc1ccc(S(=O)(=O)Nc2nccs2)cc1,3%,16,-2,1%,-2%,-9%&-16%,-3%,-1%,9,9%,-6%&5%
CC(C)(C)c1ccc(Oc2ccc(NC(=O)C3CC=CCC3C(=O)O)cc2)cc1 (stereo not given),-8%,9,-2,27µM*,-4%,u,2%,-1%,31,0%,u
COCCNC(=O)CSc1ccccc1C(=O)NCC1CCCCC1,1%,-3,3,-1%,3%,-8%,1%,-3%,2,4%,-3%
CC(C)NS(=O)(=O)c1ccc(CCC(=O)N2CCOCC2)cc1,-7%,-11,-16,4%,-5%,u,-3%,-4%,-1,-4%,3%
COc1ccc(CN2CC(C(=O)NCc3ccc4c(c3)OCO4)CC2=O)cc1 (stereo not given),-1%,8,30,4%,x,-4%,-2%,0%,-1,0%,-1%
COc1cccc(-n2c(=O)c3cc(OC)c(OC)cc3n(CC(=O)Nc3cc(C)[nH]n3)c2=O)c1,-5%,-2,-3,-1%,11%,-11%[10 µM],0%,1%,6,1%,-8%
OC1(c2ccccc2Cl)NN=C2CCCCCN21 (stereo not given),0%,-10,-9,2%,4%,-11%,-2%,0%,1,2%,16%
COc1ccc(S(=O)(=O)NC(C)C(=O)Nc2ccccc2C(F)(F)F)cc1 (stereo not given),-4%,5,4,4%,x,-11%,-1%,-4%,2,4%,8%
O=C(Nc1cccc(S(=O)(=O)N2CCCCCC2)c1)C1CC(=O)N(c2ccc3c(c2)OCCO3)C1 (stereo not given),0%,19,2,0%,3%,x,0%,11%,x,0%,x
Cc1cccc(OCc2nnc(SCC(=O)Nc3sc(C)c(C)c3C#N)n2C)c1,5%,-9,-2,2%,3%,-19%,-1%,7%,0,-1%,0%
CCN(CC)C(=O)c1[nH]cnc1C(=O)N[C@@H](C)c1ccccc1,-9%,-21,x,10%,7%,x,-2%,-1%,x,5%,x
CCOc1ccc(CCNC(=O)c2cc(C)nn2-c2ccccc2)cc1,1%,-6,-6,-1%,1%,-1%,2%,-5%,3,0%,6%
CCOc1ccc(C(C(=O)NCCOC)N(CCOC)C(=O)CCC(=O)Nc2ccccn2)cc1 (stereo not given),-6%,11,5,-2%,4%,-2%,-20%,4%,3,2%,-7%
C#CCn1c2ccccc2c2nc3ccccc3nc21,-3%,10,7,-2%,-12%,2%,5%,0%,2,12%,0%
O=C(O)c1ccc(N2C(=O)/C(=C/c3ccc(-c4ccc([N+](=O)[O-])cc4)o3)C=C2c2ccccc2)cc1,-9%,-23,x,u,-1%,-1%,-6%,0%,5,4%,0%
C[C@H](CO)N1C[C@H](C)[C@@H](CN(C)Cc2ccccc2)Oc2c(NC(=O)Cc3ccccc3)cccc2C1=O,x,-11,-8,x,u,x,x,-7%,x,0%,x
Cc1ccsc1C1Nc2ccccc2C(=O)N1O (stereo not given),-3%,57[activator],28,0%,-3%,16µM*,7%,-2%,0,-2%,u
CCCCCC(=O)NCC(C)NC(=O)CCCCC (stereo not given),-2%,0,5,1%,5%,-1%,-3%,3%,3,-3%,-9%
CCn1c(SCC(=O)Nc2ccc3c(c2)OCCO3)nnc1-c1cccnc1,16%,-1,2,24µM*,7%,-9%,3%,2%,-3,-1%,-18%
COc1ccc(N(C)S(=O)(=O)c2cccc(C(=O)NCC(c3ccco3)N3CCCC3)c2)cc1 (stereo not given),-7%,-25,1,2%,-8%,x,-6%,3%,x,0%,x
COC(=O)c1cccc(-c2noc(-c3ccccc3F)n2)c1,0.28µM*,-3,x,1.7µM*,-3%,x,u,u,x,0%,x
Cc1cc(O)ccc1N/C=C/c1onc(C)c1[N+](=O)[O-],2.5µM*,9,9,u,-4%,-29%,3.2µM*,u,3,0%,-22%
CC(C)(C)c1ccccc1OCC(=O)Nc1ncn[nH]1,3%,1,0,1%,4%,11µM*,-11%,1%,-5,-3%,u
